# Screens deposited in PubChem by several laboratories.
# SUMO Mot1 rescue: yeast Mot1-301 growth rescue at high temperature, primary screen, SUMOylation pathway inhibitor project, S. cerevisiae, ATP luminescence, 38.5C; S. cerevisiae Mot1-301 growth rescue; percent above DMSO median, 100 means doubled; AID 2716, 2010; growth rescue, % at 18.8 µM; hit rate 1% among 320,000;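 active = every valid replicate shows activation above 250% relative to neutral control wells; inactive = the rest, any valid replicate at or below 250%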;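 also: OY570 slx delta 5 strain wells were the positive control but not used for scaling; some compounds called inactive have numbers as strong as hits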
# CDK5 inh: inhibitors of human CDK5/p35 kinase, primary screen, biochemical, single concentration; Cyclin-dependent kinase 5 (Homo sapiens) + Cyclin-dependent kinase 5 activator 1 (Homo …; Recombinant CDK5/p35, ADP-Glo luminescence, 60 min; inhibition, % at 10 µM; hit rate 0.01% among 330,000; AID 488839, 2010;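 active = highest replicate inhibition of at least 50% and at least 75% of replicates reaching 50%; inconclusive = only one of the two criteria met; inactive = both criteria failed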;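 also: plate controls were DMSO neutral control for no effect and GW8510 at 10 µM for full effect; many of its hits are not listed in these tables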
# Target sequence (Q00535 whole entry, looked up): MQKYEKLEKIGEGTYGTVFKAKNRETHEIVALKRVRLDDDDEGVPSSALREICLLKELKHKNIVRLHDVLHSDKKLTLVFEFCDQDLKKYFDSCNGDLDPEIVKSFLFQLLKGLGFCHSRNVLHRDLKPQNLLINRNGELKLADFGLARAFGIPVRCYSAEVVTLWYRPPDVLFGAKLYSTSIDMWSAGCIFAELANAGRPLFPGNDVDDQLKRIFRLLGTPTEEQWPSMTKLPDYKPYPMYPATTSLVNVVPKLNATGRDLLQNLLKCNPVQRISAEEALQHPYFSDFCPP
# Target sequence (Q15078 whole entry, looked up): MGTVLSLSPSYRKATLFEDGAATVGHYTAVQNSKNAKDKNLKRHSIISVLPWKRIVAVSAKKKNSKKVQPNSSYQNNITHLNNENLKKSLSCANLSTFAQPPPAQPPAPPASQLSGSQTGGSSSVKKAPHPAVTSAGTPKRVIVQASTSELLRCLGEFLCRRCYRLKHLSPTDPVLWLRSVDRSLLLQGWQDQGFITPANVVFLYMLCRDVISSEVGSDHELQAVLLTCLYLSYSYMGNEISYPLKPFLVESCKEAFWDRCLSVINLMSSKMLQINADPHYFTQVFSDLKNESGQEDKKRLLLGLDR
# SR-BI HDL uptake: inhibitors of SR-BI mediated HDL lipid uptake, primary screen, ldlA[mSR-BI] cells, fluorescence, single point; Scavenger receptor class B member 1 (Mus musculus), Q61009; ldlA[mSR-BI] CHO cells, DiI-HDL uptake fluorescence, 3 h; inhibition, % at 12.5 µM; hit rate 0.96% among 320,000;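 active = mean replicate inhibition of at least 70% and a set share of replicates each scoring 70 or more; inconclusive = meets just one of the two criteria; inactive = fails both criteria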;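 also: 0% = median of neutral control wells and 100% = median of positive control wells; values of inactives mirror those of a sister screen read the other way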
# Target sequence (Q61009 whole entry, looked up): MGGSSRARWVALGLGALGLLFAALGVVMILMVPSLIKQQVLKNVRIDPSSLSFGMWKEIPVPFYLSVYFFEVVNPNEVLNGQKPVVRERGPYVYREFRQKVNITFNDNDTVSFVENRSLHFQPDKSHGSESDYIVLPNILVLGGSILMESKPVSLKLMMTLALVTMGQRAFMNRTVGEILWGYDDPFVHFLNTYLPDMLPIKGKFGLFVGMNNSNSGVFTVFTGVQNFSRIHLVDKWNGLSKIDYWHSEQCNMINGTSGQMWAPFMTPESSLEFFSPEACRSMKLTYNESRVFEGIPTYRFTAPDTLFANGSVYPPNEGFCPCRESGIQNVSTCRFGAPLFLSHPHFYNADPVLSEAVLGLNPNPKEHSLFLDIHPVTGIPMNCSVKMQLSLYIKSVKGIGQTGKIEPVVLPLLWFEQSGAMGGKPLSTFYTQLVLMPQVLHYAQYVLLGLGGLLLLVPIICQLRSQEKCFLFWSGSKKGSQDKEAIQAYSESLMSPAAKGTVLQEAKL
# Arr AP2 block: inhibitors of beta-arrestin/AP2 binding, primary screen, biochemical, GPCR trafficking, flow cytometry | hit rate 0.31% among 340,000 | FITC-arrestin peptide / GST-AP2 beads; AP2 beta2 appendage carries R879A mutation | inhibition, % at 10 µM | beta-arrestin 1 C-terminal peptide binding to AP2 beta2-adaptin appendage (human);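 active = inhibition above a set limit, near 3 SD of compounds lacking own fluorescence, cut at about 54% in these data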;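 also: plate controls were DMSO wells for no effect and 5 µM unlabelled arrestin peptide for full effect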
#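 Material – AP2 appendage R879A on GSH beads · Buffer or medium – PBS with 0.05% Tween 20 and 0.1% BSA · Probe or stimulus – fluorescein-tagged arrestin peptide at 50 nM final · Incubation – compound with beads 12 min RT, then probe 1 h RT · Detection – high-throughput flow cytometry of beads, ex 488, em 535 nm · Evaluation – percent response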
# NSD2 HMT inh: NSD2 histone methyltransferase inhibitors, primary screen, biochemical, AlphaScreen, single concentration, set 2; Histone-lysine N-methyltransferase NSD2 (Homo sapiens), O96028; NSD2 peptide methylation, 120 min; inhibition, % at 12.5 µM; hit rate 0.54% among 310,000; AID 743445, 2014; in the data active = inhibition above about 50%
# PKA-R1A activ: activators of PKA-R1A holoenzyme, primary screen, biochemical, fluorescence polarization, Cy5-IP20, bovine R1A, mouse PKAc | hit rate 0.083% among 340,000 | PKA-R1A dissociation; scaled: DMSO 0%, 113 µM cGMP 100% | AID 504707, 2011 | activation, % at 11.4 µM | cAMP-dependent protein kinase type I-alpha regulatory subunit (Bos taurus) + …;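 active = percent activation above the mean of all tested compounds plus 3 SD, cut at about 19% in these data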;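 also: higher means more PKAc released from R1A so a rise in polarization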
# PKA-R2B act: activators of PKA-R2B holoenzyme, primary screen, biochemical, fluorescence polarization, Cy5-IP20, human | hit rate 0.079% among 340,000 | PKA-R2B holoenzyme dissociation; R2B truncated from residue 108, S112A mutant; 0% DMSO only, 100% 113 µM cGMP | activation, % at 11.4 µM | cAMP-dependent protein kinase catalytic subunit beta (Homo sapiens) + cAMP-dependent …;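 active = activation above a cutoff set at the mean over all compounds plus 3 SD, cut at about 18% in these data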;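 also: higher means more holoenzyme dissociation and a rise in polarization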
# dFosB activator: activators of delta FosB homodimer, primary screen, biochemical, fluorescence polarization, TAMRA-CDK5 oligo, single point; purified delta FosB; percent of positive-control signal above neutral wells; Protein FosB (Mus musculus), P13346; activation, % at 25 µM; hit rate 0.99% among 340,000;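 active = mean activation above about 17%, with every replicate also reaching it, limit read from the data, passing the limit was not always enough; inconclusive = only one of the two conditions met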;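 also: fluorescence polarization rise as delta FosB binds a TAMRA Cdk5 AP-1 oligo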
# MITF act: activators of MITF-driven TRPM1 promoter reporter, primary screen, cell-based, SK-MEL-5, luciferase, single point; hit rate 0.75% among 300,000; SK-MEL-5 TRPM1-promoter luciferase, 24 h; % of positive control, neutral wells = 0; activation, % at 12.5 µM; AID 588334, 2011;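 active = mean activation of at least 80% with every replicate also reaching 80%; inconclusive = mean reaches 80% but some replicate falls short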;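 also: 0% = neutral control wells and 100% = parthenolide positive control wells; values of inactives mirror those of a sister screen read the other way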
# SR-BI uptake up: activators of SR-BI mediated DiI-HDL uptake, primary screen, ldlA[mSR-BI] CHO cells, DiI fluorescence | AID 504775, 2011 | hit rate 0.096% among 320,000 | activation, % at 12.5 µM | 3 h; 100 = double the neutral-control signal;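 active = mean replicate activation of at least 60% and every replicate at or above 60%; inconclusive = mean or all-replicate condition met, but not both; inactive = mean below 60% and not all replicates reaching 60%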;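 also: 0% = median plate neutral-control signal and 100% = twice that signal; values of inactives mirror those of a sister screen read the other way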
#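 Material: SR-BI-overexpressing, LDLR-lacking CHO cells | Dosing: Single compound concentration, delivered by pin transfer | Probe or stimulus: Labelled HDL, 10 µg/mL | Signal: Bottom-read cell fluorescence after medium removal, ex 550/em 595 nm | Schedule: 3 h, 37 °C | Evaluation: HDL uptake via cellular fluorescence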
# DSG3 Ab inh: inhibitors of pemphigus antibody binding to DSG3, primary screen, biochemical, bead-based, flow cytometry, scFv-GFP. AID 588358, 2011. binding (percent of control), % at 10 µM. DSG3-coupled beads, scFv-anti-DSG3-GFP binding; hits give low values. hit rate 0.48% among 310,000;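 active = binding more than 3 SD below its plate's average and above zero; inconclusive = below that plate limit but binding exactly zero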;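 also: hits lower antibody fragment binding to DSG3; some compounds called inactive have numbers as strong as hits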
# Starred values were filed as active, the others as inactive; ? = inconclusive; nt = not tested or not shown. This is a random part of the collection; 4.7% or so of the library scored in one or more.
SMILES,SUMO Mot1 rescue,CDK5 inh,SR-BI HDL uptake,Arr AP2 block,NSD2 HMT inh,PKA-R1A activ,PKA-R2B act,dFosB activator,MITF act,SR-BI uptake up,DSG3 Ab inh
O=S(=O)(Nc1ccccc1C(F)(F)F)c1ccc(-c2ccccn2)s1,8,1.2,9,3,7,4,0,-1,7,-9,100
CCc1ccc(N2C(=O)c3sc4nnc(C)c(=O)n4c3C2=O)cc1,-29,2.0,41,10,-1,-1,-2,-11,nt,-41,98
CCOc1ccc(NC(=O)Nc2cc(-c3ccccc3)sc2C(=O)OC)cc1,1,2.2,19,28,-1,-2,-3,-7,-9,-19,100
Cc1ccsc1/C=N/n1cnnc1,-17,-0.4,3,-13,-1,-4,-1,5,nt,-3,111
CCN(c1ccccc1)S(=O)(=O)c1ccc(Cl)c(NC(=O)CSc2nncn2C)c1,-11,-0.4,2,6,1,-7,-2,-1,4,-2,102
CC[N+]1(CC(O)COC2CC(C)CC(C)(C)C2)CCOCC1 (configuration not stated),nt,0.4,3,-19,-53,-17,-9,-6,8,-3,89
CCN(CC(=O)Nc1c(F)cccc1F)C(=O)C1(c2ccccc2)CC1,-7,0.3,-18,7,0,-1,6,-1,-14,18,100
Cc1onc(-c2ccccc2Cl)c1C(=O)NCc1nnnn1-c1ccc(F)cc1,0,-0.2,-7,-12,-4,-9,-17,5,-11,7,102
O=c1[nH]c2ccccc2nc1Cc1ccc([N+](=O)[O-])cc1,-8,0.1,9,4,-4,-11,5,-2,-2,-9,109
Cc1ccc(NC(=O)N(Cc2cc3cc(C)cc(C)c3[nH]c2=O)CC2COCCO2)cc1 (configuration not stated),307,-0.6,30,14,11,-1,10,-13,-6,-30,85
O=C(NCC(c1ccco1)N1CCN(c2ccc(F)cc2)CC1)C(=O)NC1CCCCC1 (configuration not stated),10,-2.4,25,30,nt,-8,6,-8,-15,-25,93
O=C(Nc1ccccc1N1CCCC1)c1ccc2ccccc2c1,-25,nt,60,-10,-1,2,0,-5,-4,-60,107
CN(C)S(=O)(=O)c1ccc(C(=O)NCC(c2cccs2)N2CCOCC2)cc1 (configuration not stated),34,0.2,-12,-9,-1,-10,-13,-1,7,12,109
COc1cccc(NC(=O)CN2C(=O)NC(C)(C3CC3)C2=O)c1 (configuration not stated),-7,-1.7,-11,3,0,3,-9,-5,-7,11,99
O=C(C=Cc1ccco1)c1ccc2ccccc2c1,nt,-0.1,2,3,1,-6,-11,-15,58,-2,89
O=C(OCc1ccc(F)cc1)c1ccc2c(c1)-c1ccccc1C2=O,6,2.6,48,94*,2,2,5,0,?,-48,107
CC12CCC(C(=O)N(c3cccc(Cl)c3)C1=O)C2(C)C (configuration not stated),-1,-2.2,-5,13,-1,6,2,-2,-5,5,102
CCCn1c(N)c(C(=O)NS(=O)(=O)c2ccc(C)cc2)c(=O)n(C)c1=O,0,-1.1,0,-21,0,12,2,-3,-12,0,101
CC(C)(C)OC(=O)Cn1c(=O)cnc2ccccc21,-23,-2.9,-25,5,14,14,-7,4,8,25,109
COc1cccc(CN2CCN(Cc3cc(OC)c(OC)c(OC)c3)CC2)c1OC,-3,-2.3,2,-1,0,2,3,-2,nt,-2,126
COc1ccccc1N(Cc1ccccc1)S(=O)(=O)c1cc(C(=O)O)ccc1Cl,-14,-1.3,-14,10,0,-1,4,-16,-1,14,102
COc1ccccc1C(=O)COC(=O)CCN=C1NS(=O)(=O)c2ccccc21,-4,0.8,-7,-8,-3,1,-11,0,6,7,99
O=C(NNC(=O)c1ccc(F)cc1F)c1ccc2c(c1)OCO2,3,0.1,-1,36,1,-10,-5,-6,54,1,102
O=C(Nc1cc(C(F)(F)F)ccc1N1CCOCC1)c1cccnc1,-25,-1.4,14,-3,1,4,6,-6,5,-14,nt

# Taken from above.
# O=C(NNC(=O)c1ccc(F)cc1F)c1ccc2c(c1)OCO2 in MITF act reads 54
# CC12CCC(C(=O)N(c3cccc(Cl)c3)C1=O)C2(C)C (configuration not stated) in NSD2 HMT inh reads -1

# More records
SMILES,SUMO Mot1 rescue,CDK5 inh,SR-BI HDL uptake,Arr AP2 block,NSD2 HMT inh,PKA-R1A activ,PKA-R2B act,dFosB activator,MITF act,SR-BI uptake up,DSG3 Ab inh
Cc1cccc(C)c1NC(=O)CSCC(=O)O,3,-1.6,-22,-59,0,-9,4,9,1,22,101
COc1ccc(N2CC(C)Cn3c2nc2c3c(=O)n(Cc3ccc(C)cc3)c(=O)n2C)c(OC)c1 (configuration not stated),1,-1.5,20,-21,5,1,4,-17,-2,-20,95
CCCCOC(=O)C1CCCC(C)N1 (configuration not stated),82,0.6,-31,16,14,-5,-14,0,2,31,101
COCC(C)Nc1nc(C)c(C(C)=O)s1 (configuration not stated),19,-1.6,-18,-6,-4,-3,10,-2,0,18,99
COc1ccccc1Nc1nc2c(C)cccc2cc1C#N,-17,0.0,24,57*,-4,-3,-7,5,19,-24,104
COc1cc(/C=C/C(=O)OCC(=O)NC(=O)NCc2ccccc2)ccc1OCC#N,34,1.5,18,-17,2,-2,-14,-8,4,-18,89
Cc1cc(OC(=O)c2cc(C(F)(F)F)cc(C(F)(F)F)c2)c([N+](=O)[O-])c(=O)[nH]1,-6,-1.3,nt,6,nt,-17,9,1,2,nt,102
C[C@H](NC(=O)c1nc[nH]c1C(=O)N1CCN(c2ccccc2)CC1)C(=O)OCc1ccccc1,-21,-0.4,-9,-4,nt,-12,-4,1,-5,9,101
COC(=O)c1cc(C#N)c(OC(C)C)nc1C,-6,0.1,1,-6,-3,-9,-11,-1,-15,-1,105
C[C@@H]1CC[C@]2(O[C@@H](CCO)C[C@@H](O)[C@@H]2O)O1,-10,1.4,2,29,nt,-4,4,2,-8,-2,96
Cc1ccc(C(=O)O/N=C(\N)Cc2cccs2)c(Cl)c1,8,-5.3,40,-14,-5,-8,-8,0,117*,nt,116
CCc1nc(N2CCN(C(C)=O)CC2)c(C#N)c2c1COC(C)(C)C2,-9,0.5,-15,31,-1,-6,1,-7,nt,15,106

# Continued, starting with the last 4 of the part before.
SMILES,SUMO Mot1 rescue,CDK5 inh,SR-BI HDL uptake,Arr AP2 block,NSD2 HMT inh,PKA-R1A activ,PKA-R2B act,dFosB activator,MITF act,SR-BI uptake up,DSG3 Ab inh
COC(=O)c1cc(C#N)c(OC(C)C)nc1C,-6,0.1,1,-6,-3,-9,-11,-1,-15,-1,105
C[C@@H]1CC[C@]2(O[C@@H](CCO)C[C@@H](O)[C@@H]2O)O1,-10,1.4,2,29,nt,-4,4,2,-8,-2,96
Cc1ccc(C(=O)O/N=C(\N)Cc2cccs2)c(Cl)c1,8,-5.3,40,-14,-5,-8,-8,0,117*,nt,116
CCc1nc(N2CCN(C(C)=O)CC2)c(C#N)c2c1COC(C)(C)C2,-9,0.5,-15,31,-1,-6,1,-7,nt,15,106
CCN(Cc1ccncc1)C(=O)C1CCN(S(=O)(=O)c2cccs2)CC1,-5,2.0,-56,2,0,-7,3,2,nt,56,99
C[C@]12c3[nH]c4ccc(Cl)cc4c3CCN1C(=O)[C@@H](CC(=O)NCCC1=CCCCC1)C[C@@H]2C(=O)N1CCOCC1,nt,-2.0,35,-8,nt,4,-2,-14,-20,-35,99
CCc1cc(=O)oc2c3c(cc(OCC(=O)N[C@H](C(=O)O)[C@H](C)CC)c12)OC(C)(C)CC3,-15,0.7,3,28,0,-10,-1,1,-1,-3,98
CC1Nc2ncnc(N3CCc4ccccc4C3)c2N(Cc2ccc(Cl)cc2)C1=O (configuration not stated),21,0.2,-23,-5,nt,11,0,?,-1,23,nt
CCOc1ccc(OCC(=O)Nc2cccc(S(=O)(=O)NC3=NCCC3)c2)cc1,nt,0.2,-6,1,1,-18,-1,-5,23,6,100
O=c1c2c3nc4ccccc4nc3n(/N=C/c3ccco3)c2ncn1CCC1=CCCCC1,-8,-2.7,-67,-2,-3,-6,1,-1,4,67*,98
COc1ccc(C2=NOC(C(=O)NCCN3CCOCC3)C2)cc1 (configuration not stated),-15,-0.2,-8,-8,-5,-6,4,1,0,8,107
CN1CCN(c2ccc(NC(=O)COc3ccccc3[N+](=O)[O-])cc2)CC1,-11,0.5,15,-2,4,-10,2,0,-8,-15,79
C(=N/Nc1nccs1)/c1cccnc1,-6,1.0,-10,-5,1,3,-1,-2,-3,10,98
COc1cccc(OC)c1NC(=O)Cn1nc(C)c2ccccc2c1=O,-1,-0.3,15,23,2,-3,9,-2,nt,-15,114
CCOc1ccc2cc(C#N)c(SCC(=O)OC)nc2c1,-3,-1.3,35,-6,0,10,-7,-8,nt,-35,nt
COc1cccc(OCCNS(=O)(=O)c2ccccc2[N+](=O)[O-])c1,-2,-0.5,5,-7,2,-11,-5,4,0,-5,nt

# MITF act: entries above that show a hit.
SMILES,SUMO Mot1 rescue,CDK5 inh,SR-BI HDL uptake,Arr AP2 block,NSD2 HMT inh,PKA-R1A activ,PKA-R2B act,dFosB activator,MITF act,SR-BI uptake up,DSG3 Ab inh
Cc1ccc(C(=O)O/N=C(\N)Cc2cccs2)c(Cl)c1,8,-5.3,40,-14,-5,-8,-8,0,117*,nt,116
